Assay outcomes (PubChem)
PAFAH2 FP inh = inhibitors of human PAFAH2; AID 492956; actives 0.99% (n = 340,000); recombinant PAFAH2, FP-rhodamine activity probe, fluorescence polarization; Q99487; inhibition, % at 3.39 µM;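 active = inhibition above the mean over all tested compounds plus 3 SD, cut at about 30% in these data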;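 also: inhibitors block probe labeling of enzyme so polarization drops; 0% = enzyme with DMSO and 100% = wells lacking PAFAH2 protein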
PAFAH1B3 inh = blocks human PAF acetylhydrolase 1B catalytic subunit 3; recombinant PAFAH1B3, FP-rhodamine probe, fluorescence polarization; AID 492972; Q15102; inhibition, % at 3.39 µM; actives 0.28% (n = 340,000);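 active = inhibition above the screen-wide average of all tested compounds plus 3 SD, cut at about 25% in these data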;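 also: 0% = enzyme with DMSO only and 100% = wells lacking PAFAH1B3 protein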
Target sequence (Q15102 whole entry, looked up): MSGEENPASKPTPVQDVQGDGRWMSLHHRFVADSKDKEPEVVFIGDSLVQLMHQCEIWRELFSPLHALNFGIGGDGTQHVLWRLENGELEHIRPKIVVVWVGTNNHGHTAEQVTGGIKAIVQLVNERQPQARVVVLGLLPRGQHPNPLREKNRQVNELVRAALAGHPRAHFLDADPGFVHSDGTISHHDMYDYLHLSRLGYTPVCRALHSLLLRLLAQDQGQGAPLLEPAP
PAFAH1B2 FP inh = blocks human PAF acetylhydrolase 1b catalytic subunit 2; P68402; recombinant PAFAH1B2, FP-rhodamine activity probe, fluorescence polarization; inhibition, % at 3.39 µM; actives 1.2% (n = 340,000); AID 492953;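 active = inhibition above the mean of all tested compounds plus 3 SD, cut at about 24% in these data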;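 also: 0% = enzyme with DMSO and 100% = wells lacking PAFAH1B2; many of its hits are not listed in these tables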
Target sequence (P68402 whole entry, looked up): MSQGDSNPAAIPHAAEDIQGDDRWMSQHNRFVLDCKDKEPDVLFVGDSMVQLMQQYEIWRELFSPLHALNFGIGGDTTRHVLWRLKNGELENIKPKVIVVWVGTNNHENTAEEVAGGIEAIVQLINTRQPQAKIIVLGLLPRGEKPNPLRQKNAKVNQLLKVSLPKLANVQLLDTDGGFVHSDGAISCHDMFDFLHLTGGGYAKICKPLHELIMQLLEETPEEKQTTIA
Starred values were filed as active, the others as inactive. Only part of the results is shown; count on the stated rates, not on these rows.

SMILES	PAFAH2 FP inh	PAFAH1B3 inh	PAFAH1B2 FP inh
CCc1nnc(SCC(=O)Nc2ccccc2)n1CC1CCCO1 (configuration not stated)	-1.4	-4.4	3.3
CC(C)Cc1ccc(CN2CCCC(NC(=O)CCN3CCOCC3)C2)cc1 (configuration not stated)	-1.0	4.9	5.8
O=S(=O)(c1ccc(F)cc1)N1CCN(CC(O)COCc2ccccc2)CC1 (configuration not stated)	2.2	-1.1	12.5
CC(=O)NC1CC2CCCC(C1)N2C(=O)Nc1cccc(Cl)c1 (configuration not stated)	-2.7	12.4	5.7
CCN(CC)S(=O)(=O)c1ccc(NC(=O)CSc2nc3nc(C)cc(C)c3c(=O)[nH]2)cc1	-1.8	-6.1	-0.6
Cc1ccc(S(=O)(=O)NCCC(=O)OC(C)C(=O)NC2CC2)cc1 (configuration not stated)	-2.4	2.2	3.7
CCc1ccc(C(=O)C(C)OC(=O)CN2C(=O)NC3(CCCC3)C2=O)cc1 (configuration not stated)	-1.3	5.9	3.5
CCC(CC)NC(=O)CSc1ccc(S(=O)(=O)N2CCCCC2)cn1	2.9	8.2	15.8
O=C(NNC(=O)OCc1ccccc1)OCc1ccccc1	7.4	2.6	21.2
c1ccc(CCCN2CCN(c3ccccn3)CC2)cc1	5.2	2.4	3.6
Cc1ccc(OCCNc2ccc(S(=O)(=O)N3CCCC3)cn2)cc1	0.6	3.7	2.6
COc1ccc(S(=O)(=O)N2CCCCCC2)cc1C(=O)N(C)Cc1ccc(C(C)(C)C)cc1	2.6	7.7	3.0
COc1cccc(-c2nnc(-c3ccc4ccccc4c3)o2)c1	-28.1	-7.6	-7.3
COc1ccccc1C(=O)N=Nc1c(O)[nH]c2ccc([N+](=O)[O-])cc12	4.6	1.8	-0.2
CC(=O)c1ccc(OCc2cc(C(=O)N(C)C(C)c3nccs3)no2)cc1 (configuration not stated)	3.9	9.6	6.3
O=C(CSc1ccccc1)NNC(=O)c1ccncc1	1.2	1.2	2.6
O=C(O)c1cccc(-c2ccccc2)c1O	-0.8	6.4	0.3
Cc1ccc(C(=O)Nc2cccc(S(=O)(=O)N3CCCCC3)c2)cc1S(=O)(=O)N1CCOCC1	-13.2	-6.7	-7.8
COc1ccc(OC)c(S(=O)(=O)N/N=C\c2c[nH]c3ccccc23)c1	0.3	4.5	-4.5
CC(Oc1nc2c(c(=O)n(C)c(=O)n2C)n1C)C1CCCCC1 (configuration not stated)	10.4	10.6	4.8
CC(C)n1ncc2c(C(=O)NCCc3ccc(F)cc3)cc(C3CC3)nc21	-8.3	1.8	-1.4
CC(C)(C)S(=O)N1Cc2ccc(CO)cc2[C@@H]1CCO (some centres not stated)	-3.3	7.1	-4.1
COc1ccccc1CC(=O)c1ccccc1OC	-1.2	12.9	3.6
COc1ccc([C@@]23Oc4cc(OC)cc(OC)c4[C@]2(O)[C@H](O)[C@H](C(=O)N(C)C)[C@H]3c2ccccc2)cc1	4.6	4.0	-0.1
COC(=O)c1c(NC(=O)C2CC(C)=C(C)CC2C(=O)O)sc2c1CCCCC2 (configuration not stated)	2.6	6.1	4.1
CN1C(=O)CCC2(c3ccccc3)CC=C(O)C=C12 (configuration not stated)	-4.2	-0.9	-0.9
C[n+]1c(-c2ccccc2)cc2c(=Cc3ccccc3)c3ccccc3n21	58.5*	19.7	-4.6
CN1CCN(c2ccc(NC(=O)COc3ccccc3)cc2Cl)CC1	5.5	4.4	5.6
CC1=CC(=O)[C@@H](O)[C@@H](c2ccccc2Br)N1C	-12.7	-4.9	-0.8
O=C(C=Cc1ccccc1)NCCNC(=O)C=Cc1ccccc1	1.2	7.2	5.7

Arranged by number of heavy atoms (falling): 13 of the compounds above
SMILES	PAFAH2 FP inh	PAFAH1B3 inh	PAFAH1B2 FP inh
COc1ccc([C@@]23Oc4cc(OC)cc(OC)c4[C@]2(O)[C@H](O)[C@H](C(=O)N(C)C)[C@H]3c2ccccc2)cc1	4.6	4.0	-0.1
Cc1ccc(C(=O)Nc2cccc(S(=O)(=O)N3CCCCC3)c2)cc1S(=O)(=O)N1CCOCC1	-13.2	-6.7	-7.8
COc1ccc(S(=O)(=O)N2CCCCCC2)cc1C(=O)N(C)Cc1ccc(C(C)(C)C)cc1	2.6	7.7	3.0
COC(=O)c1c(NC(=O)C2CC(C)=C(C)CC2C(=O)O)sc2c1CCCCC2 (configuration not stated)	2.6	6.1	4.1
CC(C)n1ncc2c(C(=O)NCCc3ccc(F)cc3)cc(C3CC3)nc21	-8.3	1.8	-1.4
C[n+]1c(-c2ccccc2)cc2c(=Cc3ccccc3)c3ccccc3n21	58.5*	19.7	-4.6
COc1ccccc1C(=O)N=Nc1c(O)[nH]c2ccc([N+](=O)[O-])cc12	4.6	1.8	-0.2
O=C(C=Cc1ccccc1)NCCNC(=O)C=Cc1ccccc1	1.2	7.2	5.7
CC(Oc1nc2c(c(=O)n(C)c(=O)n2C)n1C)C1CCCCC1 (configuration not stated)	10.4	10.6	4.8
CC(C)(C)S(=O)N1Cc2ccc(CO)cc2[C@@H]1CCO (some centres not stated)	-3.3	7.1	-4.1
CN1C(=O)CCC2(c3ccccc3)CC=C(O)C=C12 (configuration not stated)	-4.2	-0.9	-0.9
CC1=CC(=O)[C@@H](O)[C@@H](c2ccccc2Br)N1C	-12.7	-4.9	-0.8
O=C(O)c1cccc(-c2ccccc2)c1O	-0.8	6.4	0.3

Remaining list, next part.
SMILES	PAFAH2 FP inh	PAFAH1B3 inh	PAFAH1B2 FP inh
CC1CN(C2CCCCC2)C(=O)NC1=O (configuration not stated)	6.3	3.3	6.2
CCOC(=O)c1c(NC(=O)COC(=O)CCOc2cc(C)ccc2C)sc(C(=O)N(C)C)c1C	3.7	-1.2	0.8
COCCN(C(=O)COC(=O)/C=C/c1ccc(SC)cc1)c1c(N)n(Cc2ccccc2)c(=O)[nH]c1=O	2.9	0.9	-3.8
CCOc1ccc(Br)cc1C1=NN(C(C)=O)C(c2ccc([N+](=O)[O-])s2)O1 (configuration not stated)	39.0*	17.0	9.9
O=S1(=O)c2c(F)cccc2OC(COc2ccccc2)CN1CCc1ccc(F)cc1 (configuration not stated)	-3.0	-0.9	1.9
CCNC(=O)/C(C#N)=C/c1c(N2CCN(c3ccccc3)CC2)nc2ccccn2c1=O	3.4	0.8	4.4
O=C(Nc1cccc(S(=O)(=O)N2CCOCC2)c1)C1COc2ccccc2O1 (configuration not stated)	6.3	8.8	2.7
CC(=O)C1(C)C(=O)N(c2ccc(C)cc2)C(=O)N1c1ccc(C)cc1 (configuration not stated)	0.3	8.7	7.2
O=P1(NC2CCCC2)OCC2(CO1)COP(=O)(NC1CCCC1)OC2 (configuration not stated)	0.1	4.7	3.0
COc1ccc(-c2coc3cc4oc(=O)c(CC(=O)O)c(C)c4cc23)cc1	1.1	6.3	3.4
CC(=NO)C1CCC2C3CCC4=CC(=NO)CCC4(C)C3C(O)CC12C (configuration not stated)	3.8	3.6	5.2
CN1C(=O)N(CC(=O)Nc2ccc(C(F)(F)F)cc2)C(=O)C12CCCCC2	4.8	5.2	3.5
CCOC(=O)C1=C(C)Nc2nc(=S)[nH]n2C1c1ccc(Cl)cc1 (configuration not stated)	-3.1	-1.1	4.2
O=C(CCl)NNc1nc(-c2ccccc2)c2cc(Cl)ccc2n1	5.1	8.9	11.4
COc1ccc(S(=O)(=O)N2CCN(C(=O)/C=C/c3ccco3)CC2)cc1	6.4	2.8	-5.5
O=C(O)c1cccc2c1Cc1cc(Cl)ccc1-2	4.0	8.8	5.7
Nc1nc(SCc2ccccc2)c2ncn(CCO)c2n1	1.7	-0.3	0.2
CCCOC(=O)Cn1c(=O)c2cc3c(=O)n(CC(=O)OCCC)c(=O)c3cc2c1=O	7.4	3.0	-1.5
O=C(O)C1CCCN(S(=O)(=O)Cc2ccccc2)C1 (configuration not stated)	5.5	0.1	7.0
COc1ccc(S(=O)(=O)N2CCOCC2)cc1NC(=O)CCNC(=O)c1ccc(Cl)cc1	3.4	-2.4	6.9
COc1ccc(C(=O)Nc2ccccc2-c2nnn(CC(N)=O)n2)cc1	0.7	0.2	4.3
Fc1cccc(-c2ncc(-c3ccccc3)o2)c1	-3.3	0.9	3.9
O=C(O)CC1S/C(=N/N=C/c2ccc(Br)cc2)N(c2ccccc2)C1=O (configuration not stated)	2.7	3.8	2.9
COc1ccc(NC(=O)CCNC(=O)c2ccc([N+](=O)[O-])cc2)cc1S(=O)(=O)N1CCOCC1	-5.4	8.6	6.0
COc1ccccc1Nc1cc(C)nc(Nc2ccccc2OC)n1	9.3	3.7	-0.6
CC(=NO)C1CCC2C3CCC4=CC(=NO)CCC4(C)C3C(=O)CC12C (configuration not stated)	7.0	3.0	-0.7
CC12CC3OC3CC1CCC1C2CCC2(C)C1CCC21OCCO1 (configuration not stated)	4.2	-0.7	2.2
CCCCCCCCNS(=O)(=O)CCNCc1ccco1	0.8	6.3	7.7
Clc1ccc(C=Cc2ccccn2)c(Cl)c1	5.9	6.4	6.0
O=C(O)CCNC(=O)COc1ccc2c3c(c(=O)oc2c1)CCCC3	-2.5	5.3	5.0
CN(CC(=O)Nc1ccc(Cl)c(C(F)(F)F)c1)C(=O)C1CC(=O)N(CCc2ccccc2)C1 (configuration not stated)	3.8	4.6	3.4
O=C(Cc1ccc(NC(=O)C2CCCN(C(=O)C3CCCCC3)C2)cc1)Nc1cccc(C(=O)N2CCCC2)c1 (configuration not stated)	-3.2	4.1	-3.9
COc1cccc(CN2CCNC(=O)C2CC(=O)N(C)Cc2nc(C)cs2)c1OC (configuration not stated)	-0.1	-2.9	-1.2
NC(=O)c1ncn([C@@H]2O[C@H](CNCc3ccccc3C#Cc3ccccc3)[C@@H](O)[C@H]2O)n1	-6.2	3.3	4.9
CCCCCC1C(=O)N2C=C(c3ccccc3)c3ccccc3N2C1=O (configuration not stated)	26.3	-2.1	8.2
O=C(Cc1ccc(F)cc1)Nc1nc(-c2ccc(F)c(F)c2)cs1	-6.5	-2.0	21.6
N#C/C(=C\Nc1ccc2cn[nH]c2c1)c1nc(-c2ccccc2)cs1	1.9	5.0	0.4
CN1CCN(S(=O)(=O)c2ccc(Cl)c(C(F)(F)F)c2)CC1	6.5	12.4	8.1
CC1(C)COC(c2ccccc2Cl)OC1	-0.6	9.1	3.8
CC(C)CN(C(=O)C1CCCC1)C1CCS(=O)(=O)C1 (configuration not stated)	4.7	0.2	6.5
CC(C)n1cc(/C=N\NC(=O)c2cc3c(ccc4ccccc43)o2)c2ccccc21	-11.2	8.8	7.9
CCOc1ccc(NC(=O)CN(C)C(=O)c2ccc(OCC(=O)N3CCOCC3)c(OC)c2)cc1OCC	0.6	2.7	-3.9
Cc1ccc(NC(=O)c2ncn(CCCN3CCN(c4ncccn4)CC3)n2)cc1C	4.7	4.3	3.7
OCCCc1nc2ccccc2n1Cc1ccccc1	4.0	10.6	1.1
COc1ccc(S(N)(=O)=O)cc1C(=O)OCC(=O)N1CC(=O)Nc2ccccc21	0.7	-5.0	4.9
O=Cc1ccc(-c2cccs2)s1	-0.8	0.6	16.7
Oc1ccc(C[C@H]2CNC(=S)N2CC2CCCN2C[C@H](Cc2ccc(O)cc2)N2C[C@H](Cc3ccccc3)N(CCc3ccccc3)C2=S)cc1 (some centres not stated)	-6.0	-10.6	-2.0
O=C1C=CC2C3C(=O)N(c4ccccc4)C(=O)C3C1N2Cc1ccccc1 (configuration not stated)	3.2	9.7	5.1
CCOc1cc(N2CCOCC2)c(OCC)cc1NC(=O)COC(=O)c1ccccc1OC(F)F	5.3	3.2	0.9
O=C(c1cccc(S(=O)(=O)N2CCN(c3ccc(F)cc3)CC2)c1)N1CCN(c2ccccc2O)CC1	7.5	-0.9	1.0

Profiles, looked up by structure.
CC(C)n1cc(/C=N\NC(=O)c2cc3c(ccc4ccccc43)o2)c2ccccc21 is listed with PAFAH2 FP inh: -11.2; PAFAH1B3 inh: 8.8; PAFAH1B2 FP inh: 7.9
OCCCc1nc2ccccc2n1Cc1ccccc1 is listed with PAFAH2 FP inh: 4.0; PAFAH1B3 inh: 10.6; PAFAH1B2 FP inh: 1.1

Next part:
SMILES	PAFAH2 FP inh	PAFAH1B3 inh	PAFAH1B2 FP inh
CCOC(=O)Cc1c[nH]c2ccc([N+](=O)[O-])cc12	-3.0	11.0	1.9
O=C1c2ccccc2C(=O)N1CCC1(O)C(c2ccccc2)=Nc2ccccc21 (configuration not stated)	1.8	10.8	0.4
ON(CCc1ccccn1)CCc1ccccn1	5.5	0.6	7.5
COC(=O)c1ccc(CCc2cc(O)c(Br)cc2O)cc1	-1.1	12.6	1.0
COc1ccc(Cl)cc1C(=O)Nc1ccc(OCC(=O)N2CCOCC2)cc1	1.0	-2.0	0.5
O=C(Nc1cc(Br)ccc1O)C1CC(c2ccccc2Cl)=NO1 (configuration not stated)	24.3	-1.1	-1.1
C=CCOc1ccc(CNc2ccc3[nH]c(=O)[nH]c3c2)cc1OC	5.4	11.2	-0.4
CCOC(=O)C1=CN(Cc2ccccc2)CCC1=O	-1.7	2.2	0.3
COc1ccccc1C=NN=C(N)C(N)=NN=Cc1ccccc1OC	-1.9	-5.6	-3.1
COc1ccc(N(C)S(=O)(=O)c2cccc(C(=O)N3CCN(c4ccccc4)CC3)c2)cc1	7.0	-0.8	2.7
Cc1ccc(C(=O)N2CCN(Cc3ccccc3)CC2)cc1S(=O)(=O)N1CCOCC1	5.9	3.7	3.5
O=C(C1CCC(=O)N(C2CC2)C1)N1CCN(c2cccc(Cl)c2)CC1 (configuration not stated)	8.3	6.4	8.1
